# Screening results from PubChem BioAssay.
# CHRM1 antagonist – human M1 muscarinic receptor antagonists, primary screen, CHO-K1 cells, Fluo-8 calcium fluorescence, 1536-well; AID 588852, 2011; 360,000 compounds, 1.3% hits; inhibition, % at 3 µM; CHO-K1 hM1, ACh EC80 antagonist; Muscarinic acetylcholine receptor M1 (Homo sapiens), P11229;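 active means percent inhibition above its own plate's cutoff, namely the mean of that plate's compound wells plus 3 SD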;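 further: peak over basal fluorescence ratio during 140 s after agonist addition; 0% = ACh EC80 plus DMSO and 100% = DMSO alone without agonist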
# Target sequence (P11229 whole entry, looked up): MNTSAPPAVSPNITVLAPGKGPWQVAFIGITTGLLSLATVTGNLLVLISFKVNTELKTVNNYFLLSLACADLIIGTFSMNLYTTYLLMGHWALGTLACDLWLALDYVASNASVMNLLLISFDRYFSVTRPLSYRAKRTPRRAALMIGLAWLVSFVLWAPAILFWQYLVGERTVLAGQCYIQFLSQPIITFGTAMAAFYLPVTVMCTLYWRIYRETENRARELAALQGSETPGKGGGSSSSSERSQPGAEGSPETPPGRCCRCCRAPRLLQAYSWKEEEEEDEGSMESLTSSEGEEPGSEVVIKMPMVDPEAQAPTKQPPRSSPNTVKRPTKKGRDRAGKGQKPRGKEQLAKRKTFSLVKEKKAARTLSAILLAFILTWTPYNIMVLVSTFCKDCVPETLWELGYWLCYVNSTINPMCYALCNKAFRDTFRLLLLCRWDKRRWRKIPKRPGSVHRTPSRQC
# CHO-K1 Ca antag – counter-screen for M1 antagonists: effect in parental CHO-K1 cells. ATP-induced calcium, Fluo-8 fluorescence. AID 602250. inhibition, % at 3 µM. 360,000 compounds, 0.6% hits;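 active means inhibition above a per-plate cutoff, the plate's mean sample inhibition plus 3 SD, cut at about 24% in these data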;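 further: 0% = DMSO plus EC80 ATP and 100% = DMSO alone without ATP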
# TAAR1 ag – human TAAR1 agonists, primary screen, Fluo-8 calcium fluorescence, CHO RD-HGA16 cells | Trace amine-associated receptor 1 (Homo sapiens), Q96RJ0 | AID 624467, 2012 | activation, % at 3 µM | vehicle wells 0%, saturating PEA agonist 100% | 360,000 compounds, 0.99% hits;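 active means activation above the mean activation of all test compounds in the run plus 3 SD, cut at about 38% in these data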
# Target sequence (Q96RJ0 whole entry, looked up): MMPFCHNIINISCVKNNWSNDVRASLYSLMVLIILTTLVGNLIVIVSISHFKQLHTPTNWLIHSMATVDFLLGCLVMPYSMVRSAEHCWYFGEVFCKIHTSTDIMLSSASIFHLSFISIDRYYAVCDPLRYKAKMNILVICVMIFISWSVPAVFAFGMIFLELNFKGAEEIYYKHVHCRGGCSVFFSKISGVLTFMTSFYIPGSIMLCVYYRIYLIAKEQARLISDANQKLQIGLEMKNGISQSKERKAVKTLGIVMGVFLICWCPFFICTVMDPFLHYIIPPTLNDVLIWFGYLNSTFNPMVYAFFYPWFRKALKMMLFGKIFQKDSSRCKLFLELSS
#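 Benchmarks: low control DMSO, high control PEA (EC100); System: CHO RD-HGA16 cells carrying human TAAR1 plus Gα16; Detection: Fluo-8 fluorescence, 5 s baseline then 140 s kinetic read; Schedule: 17-24 h plating, Fluo-8 75 min 37 °C, 30 min RT; Read-out basis: % activation from peak over basal fluorescence ratio, DMSO-to-PEA scaled.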
# M1 PAM – human M1 muscarinic receptor positive allosteric modulators, primary screen, CHO-K1 cells, Fluo-8 calcium fluorescence, 1536-well; CHO-K1 hM1, ACh EC20; 0% = ACh EC20, 100% = maximal ACh; activation, % at 3 µM; 360,000 compounds, 0.088% hits; in the data active means activation above about 19%, passing the limit was not always enough
# CHO-K1 Ca ag – counter-screen for M1 agonists: effect in parental CHO-K1 cells; AID 602248, 2012; Fluo-8 calcium fluorescence; scaled to maximal ATP response, vehicle zero; 360,000 compounds, 0.48% hits; activation, % at 3 µM; in the data active means activation above about 15%;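 further: untransfected CHO-K1 host cells lacking M1 receptor as counterscreen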
# TAAR1 antag – human TAAR1 antagonists, primary screen, Fluo-8 calcium fluorescence, CHO RD-HGA16 cells; 360,000 compounds, 1.5% hits; Trace amine-associated receptor 1 (Homo sapiens), Q96RJ0; inhibition, % at 3 µM; antagonist;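 active means inhibition above a per-plate cutoff, the mean inhibition of test compounds on that plate plus 3 SD, cut at about 49% in these data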;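 further: 0% = DMSO plus EC80 beta-PEA response and 100% = DMSO alone without agonist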
#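 Test system: hTAAR1-expressing CHO RD-HGA16 cells, Gα16-coupled; Probe or stimulus: EC80 β-phenethylamine stimulus; Compound dosing: single nominal final test compound concentration of 3 µM; Timing: 140 s kinetic read after compound, 140 s after agonist; Signal: Fluo-8 calcium-sensitive fluorescence; Measure: % inhibition of agonist calcium response; Controls: DMSO and EC80 PEA controls.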
# CHO parental Ca – ATP-evoked calcium signal inhibitors, parental CHO, primary screen, counter-screen for OX1R antagonist project, cell-based, fluorescence, Fluo-8 calcium dye | 330,000 compounds, 0.63% hits | parental CHO-K1, ATP-induced calcium, Fluo-8 fluorescence | AID 463079, 2010 | inhibition, % at 5.6 µM;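 active means inhibition above that plate's mean sample inhibition plus 3 SD, cut at about 26% in these data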;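 further: 0% = ATP-challenged DMSO wells and 100% = DMSO wells without ATP; some compounds past the cut are filed as inactive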
#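 Material: Parental CHO cells | Reagent: ATP | Compound dosing: Single nominal dose of 5.6 µM per compound | Detection: Intracellular calcium via Fluo-8 no-wash fluorescent dye | Read-out: % inhibition of ATP-induced calcium mobilization | Benchmarks: Low control ATP plus DMSO, high control DMSO only | Replicates: Singlicate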
# CHRM1 agonist – human M1 muscarinic receptor agonists, primary screen, Fluo-8 calcium fluorescence, CHO-K1 cells, HTS | AID 588814, 2011 | activation, % at 3 µM | CHO-K1 hM1, agonist mode; 0% DMSO, 100% acetylcholine EC100 | 360,000 compounds, 0.33% hits | Muscarinic acetylcholine receptor M1 (Homo sapiens), P11229;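 active means activation above the run's mean compound activation plus 3 SD, cut at about 16% in these data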;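 further: peak over basal fluorescence ratio within a 140 s kinetic read after compound addition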
# M1 PAM parental – nonselective calcium activators in parental CHO-K1 cells, primary screen, counter-screen for M1 PAM project, cell-based, Fluo-8 calcium fluorescence, full deck, 1536-well; ATP EC20; 0% at ATP EC20, 100% at ATP max; activation, % at 3 µM; 360,000 compounds, 0.02% hits; AID 602247, 2012;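 active means activation above the run cutoff, the mean activation of all test compounds plus 3 SD, cut at about 40% in these data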;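 further: peak over basal fluorescence ratio in a 140 s read after ATP addition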
# * marks the source's active call; other numbers are inactive results; . = not tested or not shown.
(1) CCC(C)Sc1ccc([C@H]2N[C@@](C)(C(=O)OC)[C@H]3C(=O)N(CC)C(=O)[C@@H]23)cc1 (stereo partly drawn)
(2) COc1ccc2c(c1)C1NC(=S)N[C@@](C)(O2)C1C(=O)Nc1ccccc1 (stereo partly drawn)
(3) O=C(Nc1ccccc1)N1CCOCC1
(4) O=C(CSc1nnc(C2CC2)n1Cc1ccccc1)N1CCNC1=O
(5) Nc1ccn(-c2ccc(Cl)cc2)c(=O)c1
(6) Cc1ccc(C2=NN(S(C)(=O)=O)C(c3ccc4c(c3)OCO4)C2)cc1 (stereo not drawn)

Assay by compound	1	2	3	4	5	6
CHO parental Ca	-5	-10	-3	-15	13	-12
CHRM1 antagonist	9	2	-3	-10	-7	-1
CHRM1 agonist	-4	-3	0	-2	1	-4
TAAR1 antag	5	6	15	1	-5	1
TAAR1 ag	1	4	0	4	11	-1
M1 PAM parental	15	7	8	10	18	14
M1 PAM	0	0	5	6	9	-2
CHO-K1 Ca ag	0.7	0.8	0.1	1.0	0.7	4.5
CHO-K1 Ca antag	-11	3	-3	-8	-2	-5

# Two entries from above, with tabs.
No.	Structure	CHO parental Ca	CHRM1 antagonist	CHRM1 agonist	TAAR1 antag	TAAR1 ag	M1 PAM parental	M1 PAM	CHO-K1 Ca ag	CHO-K1 Ca antag
5	Nc1ccn(-c2ccc(Cl)cc2)c(=O)c1	13	-7	1	-5	11	18	9	0.7	-2
3	O=C(Nc1ccccc1)N1CCOCC1	-3	-3	0	15	0	8	5	0.1	-3

# The results go on.
(7) COC(=O)c1nn(-c2ccccc2)c(Cl)c1/C=N/OC(=O)c1ccc(Cl)c(Cl)c1
(8) O=C(COc1ccc(S(=O)(=O)NC2CCCCC2)cc1)NCCC1=CCCCC1
(9) Cc1ccccc1NC(=O)CSc1ccncc1
(10) CC1CCCCC1NC(=O)c1cc(Cl)nc2ccccc12 (stereo not drawn)
(11) CC(/C=C/c1cccc([N+](=O)[O-])c1)=N\NC(=O)c1ccncc1
(12) CCOc1ccc(S(=O)(=O)Nc2cccc(C(=O)N3CCN(c4cccc(OC)c4)CC3)c2)cc1

Assay by compound	7	8	9	10	11	12
CHO parental Ca	-8	-19	-13	.	-2	-28
CHRM1 antagonist	-7	-19	-15	-8	-3	7
CHRM1 agonist	1	-2	-2	-6	-6	-5
TAAR1 antag	-10	-2	-24	2	-6	11
TAAR1 ag	3	13	0	0	0	2
M1 PAM parental	16	10	-12	-5	1	-4
M1 PAM	6	-1	8	-1	9	-2
CHO-K1 Ca ag	0.4	1.0	2.3	-0.3	0.3	1.0
CHO-K1 Ca antag	4	10	5	-4	-1	3

# Whole records as entered above. Screens in order: CHO parental Ca | CHRM1 antagonist | CHRM1 agonist | TAAR1 antag | TAAR1 ag | M1 PAM parental | M1 PAM | CHO-K1 Ca ag | CHO-K1 Ca antag
# `CC1CCCCC1NC(=O)c1cc(Cl)nc2ccccc12` (stereo not drawn) across the screens: . | -8 | -6 | 2 | 0 | -5 | -1 | -0.3 | -4
# `O=C(COc1ccc(S(=O)(=O)NC2CCCCC2)cc1)NCCC1=CCCCC1` across the screens: -19 | -19 | -2 | -2 | 13 | 10 | -1 | 1.0 | 10
# `COC(=O)c1nn(-c2ccccc2)c(Cl)c1/C=N/OC(=O)c1ccc(Cl)c(Cl)c1` across the screens: -8 | -7 | 1 | -10 | 3 | 16 | 6 | 0.4 | 4
# `Cc1ccccc1NC(=O)CSc1ccncc1` across the screens: -13 | -15 | -2 | -24 | 0 | -12 | 8 | 2.3 | 5
# `CC(/C=C/c1cccc([N+](=O)[O-])c1)=N\NC(=O)c1ccncc1` across the screens: -2 | -3 | -6 | -6 | 0 | 1 | 9 | 0.3 | -1

# By substructure, the entries above with four or more nitrogen atoms
(4) O=C(CSc1nnc(C2CC2)n1Cc1ccccc1)N1CCNC1=O
(11) CC(/C=C/c1cccc([N+](=O)[O-])c1)=N\NC(=O)c1ccncc1

Assay by compound	4	11
CHO parental Ca	-15	-2
CHRM1 antagonist	-10	-3
CHRM1 agonist	-2	-6
TAAR1 antag	1	-6
TAAR1 ag	4	0
M1 PAM parental	10	1
M1 PAM	6	9
CHO-K1 Ca ag	1.0	0.3
CHO-K1 Ca antag	-8	-1

# Next section:
(13) CCOC(=O)Cc1c(C)nc2cc(-c3ccc(C(C)(C)C)cc3)[nH]n2c1=O
(14) Cn1c(N)c(C(=O)COC(=O)CCCc2nc3ccccc3s2)c(=O)n(C)c1=O
(15) CCN1CCN(c2ccc(NC(=O)c3ccc(Br)o3)cc2)CC1
(16) O=C1NC(=O)c2cc([N+](=O)[O-])cc3cccc1c23
(17) COC(=O)C1=C(C)NC(C)=C(C(=O)OC)C1C(=O)OCC(=O)c1ccc(F)cc1
(18) Cc1nc2ccc(NC(=O)c3cc(Cl)ccn3)cc2s1

Assay by compound	13	14	15	16	17	18
CHO parental Ca	-4	-4	.	.	-2	-15
CHRM1 antagonist	-9	-11	3	-38	9	-9
CHRM1 agonist	-4	-3	-6	2	-3	-9
TAAR1 antag	19	-19	-13	2	-29	4
TAAR1 ag	8	10	1	0	6	-2
M1 PAM parental	14	29	7	-8	-11	4
M1 PAM	8	8	-1	24	-1	8
CHO-K1 Ca ag	0.0	7.5	1.1	-0.2	0.1	0.3
CHO-K1 Ca antag	-12	-15	-15	6	-5	-15

(19) CCCc1nnc(SCC(=O)N2CCCCC2C)n1CC (stereo not drawn)
(20) Cn1cc(S(=O)(=O)N2CCN(c3cccc(C(F)(F)F)c3)CC2)c(=O)n(C)c1=O
(21) COCCCNC(=O)c1nc2ccccc2c(=O)n1NC(=O)Nc1c(Cl)cccc1Cl
(22) CC(=O)N[C@@H](Cc1c[nH]c2ccccc12)C(=O)OCc1ccc(C#N)cc1
(23) C[C@@H]1O[C@H](CCc2cccc(Cl)c2)CC2=C1C(=O)OC(C)(C)O2
(24) Cc1cccc(OCC(=O)N(Cc2ccco2)C2CCS(=O)(=O)C2)c1C (stereo not drawn)
(25) CCOc1cc(/C=N/n2c(COc3ccccc3)n[nH]c2=S)ccc1O
(26) Cc1c(C(=O)Nc2ccc(-c3nnc4n3CCCCC4)cc2)oc2c1ccc1ccccc12

Assay by compound	19	20	21	22	23	24	25	26
CHO parental Ca	-1	-7	-14	-3	.	-15	0	-16
CHRM1 antagonist	2	-19	-7	11	.	-1	-11	6
CHRM1 agonist	-3	-1	-1	1	.	-1	-3	-7
TAAR1 antag	-6	-8	-6	13	-7	8	-3	14
TAAR1 ag	2	3	-2	5	1	3	1	0
M1 PAM parental	-4	22	3	-23	6	-6	-8	14
M1 PAM	3	9	7	-5	.	-1	10	3
CHO-K1 Ca ag	0.0	1.6	0.8	1.6	0.4	-0.5	0.1	0.4
CHO-K1 Ca antag	8	-6	-8	5	-18	3	-4	-5

# Compounds were not picked by outcome. Share with any hit: about 4.4%.
